INS promoter inh: TRM-6 insulin promoter activity inhibition. TRM-6 cells (human fetal islet line), insulin promoter-eGFP reporter, imaging; reporter expression induced with tamoxifen. inhibition, % at 2 µM. 130,000 compounds, 0.9% hits;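 active = inhibition above the mean plus 3 SD, with well images judged a real hit on visual review, cut at about 60% in these data, passing the limit was not always enough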
SDO1 yeast rescue: sdo1-depleted yeast growth rescue; z-score at 10 µM; 140,000 compounds, 0.21% hits; S. cerevisiae sdo1-depleted JHY4D growth rescue, OD600 30 h; stronger effect = higher value; pdr5 snq2 efflux-pump mutant strain;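 active = z-score above 3 at both the 24 hr and the 30 hr optical density reads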;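 also: z-score against mean and SD of all compound wells on the same plate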
SDO1 yeast rescue Rescue 24 h: second read-out of SDO1 yeast rescue, no call of its own (marks repeat the call); z-score; S. cerevisiae sdo1-depleted JHY4D growth rescue, OD600; measured here: growth rescue at 24 h;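 0 is the plate mean of compound wells and units are plate SD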
* marks the source's active call; other numbers are inactive results; / = not tested or not shown. An excerpt, so the mix of outcomes need not match the whole.

INS promoter inh	SDO1 yeast rescue	SDO1 yeast rescue Rescue 24 h	structure
-61	-0.58	-1.6	C/C(=C(\C#N)C(=O)NC1CCCCC1)N(C)C
-5	0.54	-0.03	CCCCCOc1ccc(CSC2=NCCN2)cc1[N+](=O)[O-]
-167	-0.24	0.89	CCCOc1ccc(/C=N/NC(=O)c2ccc(Cn3cc([N+](=O)[O-])cn3)o2)cc1
-10	-1.3	0.11	N#Cc1nc(COc2ccc(Br)cc2)oc1N1CCN(Cc2ccccc2)CC1
24	-1.8	-1.9	O=C(Nc1nnc(-c2ccccc2Cl)s1)C1CCN(S(=O)(=O)c2ccc(Cl)cc2)CC1
-43	-1.8	-1.3	O=C(Nc1ccccc1)C(c1ccccc1)C1CCCC1 (stereo unspecified)
21	/	/	O=C1CN(C(=O)CNC(=O)c2cccc(Cl)c2)c2ccccc2N1
/	0.27	-0.03	Cn1c(=O)c(=O)n(C)c2cc(S(=O)(=O)N3CCN(Cc4ccccc4)CC3)ccc21
-45	-0.14	-0.49	CCC(=O)Nc1ccc(Cl)c(NC(=O)c2ccc([N+](=O)[O-])cc2)c1
/	-1	-1.1	Cc1cccc(NC(NC(=O)Cc2ccccc2)C(Cl)(Cl)Cl)c1 (stereo unspecified)
/	0.26	-0.2	Cc1ccc(/C=N/Nc2nc3ccccc3[nH]2)s1
/	-0.83	-1	O=C1C2CCCN2C(c2cccc(Br)c2)N1c1ccc(F)cc1 (stereo unspecified)
-186	/	/	N#Cc1cc2c(=O)n3ccccc3nc2n(CC2CCCO2)c1=N (stereo unspecified)
-113	-2.3	-0.97	COc1ccc(NC(=S)NC(NC(=O)c2ccc(Cl)cc2Cl)C(Cl)(Cl)Cl)c([N+](=O)[O-])c1 (stereo unspecified)
-471	-0.47	-0.82	CC(=O)Nn1cnc2c(c1=O)C1(CCCC1)Cc1ccccc1-2
-48	-0.35	-1	CCOC(=O)c1c(N)sc2c1CCSC2
-50	/	/	O=C1N(Cc2cccnc2)C[C@@H]2C[C@@H](c3ccc4nonc4c3)N3CCC[C@@]123
33	-0.06	-0.51	COc1ccc(/C=N/NC(=O)Nc2nonc2N)cc1
32	0.53	0.5	COc1ccc(OC)c(CNCCNC(=O)c2ccco2)c1
29	-2.5	-1.8	N/C(=N\OC(=O)c1cccc(Cl)c1)c1cccnc1
42	1.8	1.7	CCCCNC(=O)Cn1nc([N+](=O)[O-])c([N+](=O)[O-])c1C
-21	-0.46	0.03	CC(C)=C1C2CCC1C1C(=O)N(NC(=O)COc3ccc(C(C)(C)C)cc3)C(=O)C21 (stereo unspecified)
-11	-0.38	0.47	COc1ccc(CCNC(=O)COC(=O)C23CC4CC(CC(Br)(C4)C2)C3)cc1
-142	/	/	O=C(Cn1c2[n+](c3ccc(C(F)(F)F)cc31)CCCCC2)Nc1ccc(Br)cc1
10	/	/	COc1cccc(/C=c2\s/c(=C\C(=O)C(C)(C)C)[nH]c2=O)c1
55	-0.44	0.36	Cc1ccc(-c2csc(SCC(=O)Nc3cc(C)on3)n2)cc1
-93	0.89	0.94	COc1cccc(OCC(O)CN2CCN(c3ccccn3)CC2)c1 (stereo unspecified)
-33	/	/	Cc1ccc2cc(CN(Cc3ccco3)C(=S)NCC3CCCO3)c(=O)[nH]c2c1 (stereo unspecified)
31	-0.27	-1.2	COc1ccc(NC(=O)C2CCN(c3nnnn3-c3ccccc3)CC2)cc1
-8	-0.81	-1.1	Cc1ccc(-n2c(CCC(=O)O)ccc2-c2cccs2)cc1C
-15	-0.49	0.38	O=C(OCc1ccccc1)/C(=C/c1cccc2ccccc12)NC(=O)c1ccccc1
/	1.2	1.2	COc1ccccc1-c1c(C)nn2c(NCCN3CCCC3)cc(C)nc12
/	-0.37	1.1	O=S(=O)(NCCn1ccc2ccccc21)c1ccccc1
-350	-0.78	0.27	O=C1CCCN1c1ccc(S(=O)(=O)N2CCC(c3ccccc3)CC2)cc1
/	-0.9	-0.92	CCOC(=O)c1ccc(Oc2nc(NC)nc(SC)n2)cc1
26	1.4	2.6	COc1ccc2nc(NC(=O)CSc3nc4ccccc4o3)sc2c1
19	0.79	0.88	CC(=O)Nc1cc(N2C(=O)CCC2=O)ccc1Cl
15	2.4	2.5	CC(C)N1C(=O)CCC1C(=O)NCCc1ccc(Cl)cc1 (stereo unspecified)
33	-0.88	-0.75	CCCCOc1ccc(S(=O)(=O)n2c(C)nc3ccccc32)cc1
-55	0.46	0.53	Cc1ccc(OCC(=O)NCc2ccccn2)cc1
28	-2.3	-1.2	O=C1c2sc3nc4ccccc4n3c2C(=O)N1c1ccccc1Cl
31	-2.1	-1.2	CCCOc1ccc(C2=NNC(c3cccs3)=Nc3ccc(OC)cc32)cc1
6	-0.2	-1.1	COC(=O)C1C(c2ccccc2)C(C(=O)N2CCOCC2)C1c1ccccc1 (stereo unspecified)
7	/	/	Cc1cccc2nc(-c3ccco3)c(Nc3ccccc3)n12
/	-2	-0.59	N#CC(C#N)=C/C(C#N)=C(/N)N1CCN(c2ccc(Cl)cc2)CC1
0	/	/	CC(=O)c1c(C)[nH]c(C(=O)CN2C(=O)NC(C)(c3ccc(C)cc3)C2=O)c1C (stereo unspecified)
-21	-0.69	-0.7	O=C(NNS(=O)(=O)c1ccc2ccccc2c1)c1cc(-c2ccccn2)nc2ccccc12
/	-1.2	-0.78	CCCn1c(=O)c(-c2ccccc2)c(O)c2ccccc21
11	-0.13	0.66	Cc1ccc(NC(=O)c2ccc(C(C)(C)C)cc2)cc1[N+](=O)[O-]
-1	0.19	-0.24	COc1cccc(NC(=O)CCC(=O)NCc2ccco2)c1
-39	-1.3	-0.52	O=C1C2=C(NC(=S)NC2c2ccc(Cl)cc2)NC(c2ccc(Cl)cc2)N1c1ccc(Cl)cc1 (stereo unspecified)
/	0.16	0.31	CCN(CC)S(=O)(=O)c1cc(C(=O)OC)ccc1Cl
73*	-0.81	0.28	Oc1c(/C=N/Nc2cccc3cccnc23)ccc2ccccc12
-13	-0.18	-1.1	FC(F)(F)c1ccc(Sc2nnc(-c3cccs3)n2CC2CCCO2)nc1 (stereo unspecified)
-12	1	0.35	OCCN(CCO)c1ccc(C(c2ccccc2Cl)c2ccc(N(CCO)CCO)cc2Cl)c(Cl)c1
-20	-0.3	0.74	COCCn1c(=NC(=O)c2sc3ccccc3c2Cl)sc2cc(S(N)(=O)=O)ccc21
26	-0.91	-0.41	Cc1ccc(-c2noc(CCC(=O)Nc3cccc(C#N)c3)n2)cc1
-13	/	/	CCCOc1ccc(Cc2c(COCC)[nH]c(=S)[nH]c2=O)cc1
17	/	/	Cc1ccc(/C=C2\SC(=S)N(/N=C/c3cc([N+](=O)[O-])ccc3O)C2=O)o1
/	-0.2	0.24	Oc1ccc(C=Nc2ccc3ncccc3c2)c(O)c1

Compound profiles, from the list above. Screens in order: INS promoter inh	SDO1 yeast rescue	SDO1 yeast rescue Rescue 24 h
N#CC(C#N)=C/C(C#N)=C(/N)N1CCN(c2ccc(Cl)cc2)CC1 across the screens: /	-2	-0.59
N/C(=N\OC(=O)c1cccc(Cl)c1)c1cccnc1 across the screens: 29	-2.5	-1.8
COc1cccc(NC(=O)CCC(=O)NCc2ccco2)c1 across the screens: -1	0.19	-0.24
Cc1ccc(NC(=O)c2ccc(C(C)(C)C)cc2)cc1[N+](=O)[O-] across the screens: 11	-0.13	0.66

Continuation.
INS promoter inh	SDO1 yeast rescue	SDO1 yeast rescue Rescue 24 h	structure
21	0.74	0.18	O=C(COC(=O)[C@H](Cc1c[nH]c2ccccc12)NC(=O)c1ccc(Cl)cc1)Nc1ccc2c(c1)OCO2
53	0.52	0.05	COc1ccc(NC2c3ncccc3C(=O)N2Cc2ccccc2)c(OC)c1 (stereo unspecified)
-37	/	/	Cc1ccc2c(C)nc(NC3=NCN(C(C)C)CN3)nc2c1
-16	0.81	0.49	COC(=O)Cc1c(C)c2ccc(O)c(CN3CCCC(C)C3)c2oc1=O (stereo unspecified)
7	2	2.7	Cc1cccc(C)c1NC(=O)COC(=O)c1nonc1N
-34	0.66	-0.23	Cc1cc(C)c2oc(=O)cc(CN3CCOCC3)c2c1
/	-2.3	-1.4	COc1cc2[nH]c3c(N4CCN(c5ccc(Cl)cc5)CC4)ncnc3c2cc1OC
7	0.82	0.25	Nc1ccccc1SCc1cn2ccccc2n1
3	-1.1	-2	CCOCCCNCC(=O)Nc1ccc(OC(F)(F)F)cc1
/	-0.38	-1.5	CC(NC(=O)Nc1cccnc1)(C(F)(F)F)C(F)(F)F
21	/	/	COc1cc(OC)c(C(=O)OCC(=O)N2CC(=O)Nc3ccccc32)cc1OC
-19	0.88	1.2	CCN(CC)CCc1c(C)[nH]c(C(=O)OCc2ccccc2)c1C
25	/	/	Cc1ccc(NC(=O)CS(=O)CC(=O)N(CC(=O)NC2CCCC2)c2ccc3c(c2)OCCO3)cc1 (stereo unspecified)
-38	0.96	0.22	Cn1c(CCN2CCCCC2)nc2cc(NC(=O)C3CCCCC3)ccc21
5	0.09	-0.14	CCC(Sc1nc(N)cc(N)n1)C(=O)O (stereo unspecified)
36	-0.81	-0.83	Cc1cccc(C2=NN(c3ccc(Br)cc3)[C@@H](C(=O)N3CCOC3=O)[C@@H]2c2ccc(F)cc2)c1
35	0.05	1.5	O=C(Nc1ccn(Cc2c(F)c(F)cc(F)c2F)n1)c1ccc(COc2cc(Cl)ccc2Cl)o1
-57	0.51	0.24	CC(=O)Nc1ccc(OC/C=C(\C)Cl)cc1
-58	0.43	-0.2	S=c1nc[nH]c2c1[nH]c1ccccc12
-148	0.57	0.26	CNCC(C)COc1ccccc1OCc1ccccc1 (stereo unspecified)
17	1	0.43	Cc1cccc(C)c1OCC(=O)Nc1ncn[nH]1
0	0.03	0.18	CCCC(=O)Nc1cccn(Cc2ccccc2Br)c1=O
-38	/	/	Cc1ccc(C)c(NNC(N)=S)c1
/	-1.2	-2	O=C(NC1=C(Nc2ccc(Cl)cc2)C(=O)c2ccccc2C1=O)c1ccccc1
-19	0.32	0.91	Clc1cccc(CSc2nnc(-c3cccnc3)n2Cc2ccco2)c1
56	/	/	COc1cc(/C=C/c2cc(C(F)(F)F)[nH]c(=O)n2)cc(OC)c1OC
/	0.71	0.13	COc1cc(/C=C(\NC(C)=O)C(=O)Nc2ccccc2C)ccc1OC(C)=O
-43	0.24	0.32	O=C(CSc1nc2ccccc2[nH]1)Nc1ccccc1F
-24	0.98	1.6	COc1ccc(-n2nnnc2-c2nc3ccccc3s2)cc1
-192	0.93	-0.14	CCSc1nc(C)c(CC)c(C)c1C(N)=O
18	-0.5	-1.1	Oc1c(Cl)cc(Cl)c2c1NCCC2
/	0.97	0.72	O=C(CSCC(=O)N1CCOCC1)Nc1ccccc1
12	-0.56	-0.28	Cc1ccc(Cn2cccc(NC(=O)NCc3ccccc3)c2=O)cc1
12	/	/	CNC(=O)c1cc2c(ccc3ccccc32)o1
/	1.2	1.6	CC1CCCN(c2ccc(C(=O)OCn3nnc4ccccc4c3=O)cc2[N+](=O)[O-])C1 (stereo unspecified)
/	0.78	1.2	COC(=O)C1=C(C)N=C2SCCC(=O)N2C1c1cccs1 (stereo unspecified)
0	0.6	-0.23	Cn1c(SCC(=O)N2CCCc3ccccc32)nnc1-c1cccs1
/	-1.1	-0.55	Cc1ccc2c(CC(=O)N3CCc4ccccc43)coc2c1
/	-2.1	-1.5	Cc1cc(NC(=O)CSc2nc3cc4c(cc3c(=O)n2CCc2ccccc2)OCO4)no1
46	0.42	-0.24	C=CCNC(=O)c1onc(CSc2cccc(C)c2)c1C(=O)O
22	0.45	-0.3	Cc1onc(-c2ccccc2Cl)c1C(=O)Nc1ccccc1
/	1.3	1.6	Cc1cccc(N2CCN(C(=O)c3ccncc3)CC2C)c1 (stereo unspecified)
/	-0.35	-0.46	COC(=O)c1ccccc1NC(=O)CSCC(=O)Nc1ccc(F)cc1
-21	-0.37	-1.2	CCOC(=O)C1=C(c2ccccc2)NC(=S)NC1c1cc([N+](=O)[O-])ccc1OC (stereo unspecified)
/	0.16	-0.38	Cc1c(NC(=O)C2CCCN2S(=O)(=O)c2cccc3nsnc23)cccc1C(=O)O (stereo unspecified)
23	-0.47	-0.58	CCCCC(=O)Nc1ccc(C(=O)N2CCN(C)CC2)cc1
41	/	/	COc1ccc(C(=O)N2CCN(C(=O)c3ccc(-c4ccccc4)cc3)CC2)cc1OC
31	0.86	0.44	O=C(Cn1nnc2ccccc2c1=O)N[C@@H](Cc1c[nH]c2ccccc12)C(=O)O
0	/	/	CCOC(=O)COc1ccc2c(C)cc(=O)oc2c1C(=O)c1ccccc1
8	-0.08	-0.22	CCc1nc2scc(-c3ccccc3)c2c(=O)n1N

Reprinted at random: seven records from the list, in no set order.
INS promoter inh	SDO1 yeast rescue	SDO1 yeast rescue Rescue 24 h	structure
-45	-0.14	-0.49	CCC(=O)Nc1ccc(Cl)c(NC(=O)c2ccc([N+](=O)[O-])cc2)c1
/	0.16	0.31	CCN(CC)S(=O)(=O)c1cc(C(=O)OC)ccc1Cl
/	-0.2	0.24	Oc1ccc(C=Nc2ccc3ncccc3c2)c(O)c1
-13	/	/	CCCOc1ccc(Cc2c(COCC)[nH]c(=S)[nH]c2=O)cc1
/	-1	-1.1	Cc1cccc(NC(NC(=O)Cc2ccccc2)C(Cl)(Cl)Cl)c1 (stereo unspecified)
31	0.86	0.44	O=C(Cn1nnc2ccccc2c1=O)N[C@@H](Cc1c[nH]c2ccccc12)C(=O)O
/	1.2	1.2	COc1ccccc1-c1c(C)nn2c(NCCN3CCCC3)cc(C)nc12

Compound activity: PubChem, several laboratories
